Screening data as filed in PubChem BioAssay.
PTK2B oligo ant = blocks oligomerization of human Pyk2 in cells | Q14289 | Q293 cells, Pyk2 FERM NanoBiT luminescence; hits give low values | z-score (the deposit names both 25 µM and 10 µM) | hit rate 0.83% among 99,000 | AID 1347419;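 active means Z-score of -3 or lower, scaled per plate to the spread of control and sample wells; inactive means z-score above -3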;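 further: negative z-score means lost luminescence so less FERM oligomerization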
Target sequence (Q14289 whole entry, looked up): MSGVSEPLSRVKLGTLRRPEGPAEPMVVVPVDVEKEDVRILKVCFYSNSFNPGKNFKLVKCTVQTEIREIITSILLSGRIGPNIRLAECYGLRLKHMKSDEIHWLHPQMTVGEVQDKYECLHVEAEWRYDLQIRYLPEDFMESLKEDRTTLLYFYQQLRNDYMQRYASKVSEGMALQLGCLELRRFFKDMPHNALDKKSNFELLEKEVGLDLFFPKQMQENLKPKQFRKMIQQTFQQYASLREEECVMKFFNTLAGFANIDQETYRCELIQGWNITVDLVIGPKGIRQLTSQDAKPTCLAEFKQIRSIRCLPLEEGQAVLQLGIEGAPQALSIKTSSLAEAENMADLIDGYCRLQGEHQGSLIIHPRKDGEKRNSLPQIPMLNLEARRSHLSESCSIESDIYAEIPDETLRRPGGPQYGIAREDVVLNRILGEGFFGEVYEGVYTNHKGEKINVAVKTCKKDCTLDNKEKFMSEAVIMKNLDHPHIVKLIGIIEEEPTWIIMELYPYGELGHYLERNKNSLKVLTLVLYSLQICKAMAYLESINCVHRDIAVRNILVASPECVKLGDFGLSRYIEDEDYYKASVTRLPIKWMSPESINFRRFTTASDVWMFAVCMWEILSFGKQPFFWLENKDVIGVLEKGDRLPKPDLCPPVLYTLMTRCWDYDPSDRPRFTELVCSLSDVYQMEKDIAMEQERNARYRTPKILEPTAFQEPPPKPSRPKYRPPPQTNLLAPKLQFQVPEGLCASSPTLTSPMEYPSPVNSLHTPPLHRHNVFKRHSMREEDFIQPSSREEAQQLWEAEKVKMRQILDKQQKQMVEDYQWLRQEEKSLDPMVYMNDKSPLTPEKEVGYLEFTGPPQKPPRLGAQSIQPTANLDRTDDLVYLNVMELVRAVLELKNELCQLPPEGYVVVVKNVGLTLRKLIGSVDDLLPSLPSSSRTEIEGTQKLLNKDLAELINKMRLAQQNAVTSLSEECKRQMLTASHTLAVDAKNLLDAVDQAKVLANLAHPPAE
EphB4 antag = blocks human EphB4 binding to ephrin-B2 | hit rate 0.15% among 97,000 | P54760 | EphB4 LBD / TNYL-RAW-Alexa532 peptide, fluorescence polarization | inhibition, % at 7 µM | AID 720;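 active means inhibition above the screen-wide mean inhibition plus 3 SD, cut at about 15% in these data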;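 further: 0% = DMSO wells and 100% = excess unlabeled TNYL-RAW peptide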
E coli WT exp = growth inhibitors of E. coli BW25113 wild type; hit rate 0.15% among 98,000; growth inhibition, % at 100 µM; OD600 absorbance; AID 710;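 active means growth inhibition above about 50% at one test dose, limit read from the data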;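 further: growth measured after 20 h incubation at 37 °C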
CYP2C9 act = activators of human CYP2C9; P11712; recombinant CYP2C9, luciferin-H conversion, luminescence; hits give high values; factor 1 = untreated enzyme, 0 = blocked; activation factor at 5 µM; hit rate 1.4% among 96,000; AID 1024;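 active means activation factor of 2 or more for CYP2C9 at a 5 µM dose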;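 further: 0 = sulfaphenazole-blocked wells and 1 = vehicle-only wells; values of inactives mirror those of a sister screen read the other way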
CYP2C19 activ = increases human CYP2C19 enzyme activity; P33261; recombinant CYP2C19, luciferin-H EGE luminescence; hits give high values; 0 = fully inhibited enzyme, 1 = untreated enzyme; activation factor at 5 µM; 96,000 tested, under 10 active; AID 1025;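 active means activation factor of at least 2 at 5 µM in the primary screen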;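 further: 0 = wells with 2.5 mM tranylcypromine and 1 = vehicle-only wells; values of inactives mirror those of a sister screen read the other way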
CYP2C19 inhib = inhibitors of human CYP2C19; CYP2C19 Supersomes, luciferin-H EGE luminescence, 30 min; inhibition, % at 5 µM; P33261; AID 778; hit rate 21% among 96,000;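 active means CYP2C19 inhibition above a set limit at 5 µM in the primary screen, cut at about 50% in these data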;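 further: plate controls were negative control wells for no effect and 2.5 mM tranylcypromine positive control for full effect; values of inactives mirror those of a sister screen read the other way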
CYP2C9 inh = blocks human cytochrome P450 2C9; AID 777; inhibition, % at 5 µM; CYP2C9 Supersomes, luciferin-H conversion, luminescence; hit rate 20% among 96,000;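 active means blocking of liver enzyme CYP2C9 beyond about 50% at 5 µM, limit read from the data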; further: values of inactives mirror those of a sister screen read the other way
PLAP activator = human PLAP activation; hit rate 1.2% among 96,000; purified PLAP enzyme, luminescent substrate read-out; hits give high values; AID 696; P05187; activation fold at 20 µM; in the data active means activation fold above about 2
PostGolgi yeast = growth inhibition of a yeast mutant, post-Golgi transport screen; post-Golgi transport phenotypic cell assay; inhibition, % at 10 µM; hit rate 0.9% among 98,000; in the data active means inhibition above about 30%;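 further: yeast cells grown in 1536-well plates; yeast grown about 18 h at 30C before absorbance read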
* hit, by the source's call; x = no result given.

SMILES	PTK2B oligo ant	EphB4 antag	E coli WT exp	CYP2C9 act	CYP2C19 activ	CYP2C19 inhib	CYP2C9 inh	PLAP activator	PostGolgi yeast
CCN1CCN(Cc2coc3ccc(C)cc3c2=O)CC1	3.43	-0.9	6.0	1.1	1	-2.8	-12.9	1.3	4.3
CO/N=C(\c1nonc1N)N1CCN(c2ccc([N+](=O)[O-])cc2Cl)CC1	0.12	2.8	-8.0	1.3	1.1	-9.7	-34.7	1.1	0.3
O=C(O)CCSc1nc2ccccc2s1	1.02	-1.1	-6.0	1	0.9	7.3	-0.4	0.9	0.3
O=C(CN1C(=O)c2ccccc2C1=O)NCC(=O)OCC(=O)c1ccc(Br)cc1	0.21	2.2	8.0	0.9	0.9	12.8	6.0	1	2.7
O=C1CN(C(=O)CSc2nnc(-c3ccccc3)n2Cc2ccc3c(c2)OCO3)c2ccccc2N1	-0.89	-8.1	4.0	0.6	0.4	63.3*	37.3	1.5	38.3*
CCCOP(=O)(c1ccc(N(C)C)cc1)C(O)c1cccnc1 (stereo not drawn)	0.28	2.3	3.0	1.1	1.1	-7.1	-10.5	1.1	1.2
COC(=O)C1=C(C)Nc2nnnn2C1c1cc(OC)ccc1OC (stereo not drawn)	-0.32	1.2	0.0	0.4	0.7	29.9	60.8*	1	-7.6
O=C(O)CCNS(=O)(=O)c1ccccc1	-0.36	-7.2	-7.0	0.9	1	2.8	5.7	0.9	5.5
Cc1csc2nc(CSc3nncn3-c3ccccc3)c(Br)n12	-0.48	-8.9	4.0	1.1	0.8	19.4	-8.1	0.8	-2.7
CCOc1cc(S(=O)(=O)NCc2ccccn2)c(C)cc1C	x	-4.1	7.0	0.8	0.4	58.8*	19.4	2.2*	-1.5
CCC1CCc2c(sc(NC(=O)CSc3nc(-c4ccco4)cc(C(F)(F)F)n3)c2C#N)C1 (stereo not drawn)	1.26	3.6	-10.0	0.1	0.3	68.7*	88.6*	1.3	-5.3
CCS(=O)(=O)N1Cc2ccccc2CC1C(=O)N1CCN(c2ccccc2)CC1 (stereo not drawn)	0.21	-5.1	-3.0	1.2	0.7	32.3	-18.3	1.5	9.5
Cc1nc2sc3c(O)cc(=O)[nH]c3c2c(C)c1C	0.96	-7.4	-4.0	1.1	1	-1.0	-11.2	9.5	-7.2
CC(C)OCCCn1c(=S)[nH]c2ncccc2c1=O	0.37	-3.3	-7.0	0.7	0.9	12.0	31.9	1	-4.0
Cc1ccc(/C=N/N2CCN(Cc3ccccc3)CC2)s1	0.36	-10.1	20.0	1	0.6	35.6	0.1	1.1	-1.2
CCOC(=O)C1=C(C)Nc2nnnn2C1c1ccc(OC)c(Br)c1 (stereo not drawn)	x	-2.6	3.0	0.3	0.6	40.5	66.7*	1.1	-0.8
COc1cc(C(=O)NCCCNc2nc3cc(C)cc(C)c3cc2C#N)cc(OC)c1OC	0.42	-8.1	-5.0	0.5	0.4	57.4*	49.9	1.3	7.3
CCCCN(CCCNC(=O)C1CCN(S(=O)(=O)N2CCOCC2)CC1)Cc1ccccc1	-0.36	-4.0	1.0	1	1	1.8	3.8	1.5	2.9
C=C(C)c1cccc(C(C)(C)NC(=O)N2CCOCC2)c1	1.19	-11.0	-1.0	0.8	0.4	55.9*	16.9	1.1	-3.4
COc1ccc(-c2oc(NC(=O)CCl)c(C#N)c2-c2ccc(OC)cc2)cc1	-0.63	4.6	2.0	0	0.5	54.3*	96.2*	1.4	28.1
O=C(CSc1nnnn1C1CCCCC1)NCc1ccccc1	-0.32	3.0	3.0	0.4	0.4	62.4*	62.0*	1	-2.8
COC(=O)C1CCN(C(=O)NC2CCCCC2)CC1	-0.6	-6.5	4.0	1	1.1	-13.0	3.2	0.9	0.0
Cc1ccccc1C(=O)O/N=C1\CCS(=O)(=O)c2sccc21	-0.31	7.0	1.0	1	1	2.9	1.9	1	1.0
Cc1cc(C)cc(NC(=O)C2CCCN2C(=O)Oc2ccccc2)c1 (stereo not drawn)	0.14	5.6	3.0	0.3	0.3	66.3*	67.1*	1.2	2.9

In the list so far, four have two or more sulfur atoms.
SMILES	PTK2B oligo ant	EphB4 antag	E coli WT exp	CYP2C9 act	CYP2C19 activ	CYP2C19 inhib	CYP2C9 inh	PLAP activator	PostGolgi yeast
O=C(O)CCSc1nc2ccccc2s1	1.02	-1.1	-6.0	1	0.9	7.3	-0.4	0.9	0.3
Cc1csc2nc(CSc3nncn3-c3ccccc3)c(Br)n12	-0.48	-8.9	4.0	1.1	0.8	19.4	-8.1	0.8	-2.7
CCC1CCc2c(sc(NC(=O)CSc3nc(-c4ccco4)cc(C(F)(F)F)n3)c2C#N)C1 (stereo not drawn)	1.26	3.6	-10.0	0.1	0.3	68.7*	88.6*	1.3	-5.3
Cc1ccccc1C(=O)O/N=C1\CCS(=O)(=O)c2sccc21	-0.31	7.0	1.0	1	1	2.9	1.9	1	1.0

The list continues.
SMILES	PTK2B oligo ant	EphB4 antag	E coli WT exp	CYP2C9 act	CYP2C19 activ	CYP2C19 inhib	CYP2C9 inh	PLAP activator	PostGolgi yeast
Cc1sc(NC(=O)CSc2nnc(-c3ccc(F)cc3)o2)c(C#N)c1C	-0.92	-4.6	-5.0	0.3	0.3	70.2*	72.2*	1.2	-2.5
CCOc1ccc(-c2nc(C#N)c(N3CCCCCC3)o2)cc1	x	-4.1	-14.0	0.2	1.1	-5.8	76.1*	1.5	-3.5
O=C(c1cccnc1Nc1ccc2c(c1)CCC2)N1CCOCC1	0.01	0.3	5.0	0.9	0.3	70.5*	5.3	1.1	-2.7
CC(=O)N(CCC1(C(C)C)CCOC(C)(C)C1)Cc1ccco1 (stereo not drawn)	0.17	-1.4	6.0	1.2	1.1	-6.0	-19.2	1.7	7.7
COc1cc(NS(=O)(=O)c2ccc(NC(=O)c3ccc(C)o3)cc2)nc(OC)n1	-0.6	2.1	-15.0	0.9	1.2	-16.5	13.8	1	-0.5
COC(=O)c1ccc(-n2c(C)nc(=O)c(-c3ccccc3)c2C)cc1	-0.64	3.5	6.0	0.9	1	1.0	6.8	1	-3.3
CCOc1ccc(CCNC(=O)C2CCN(S(=O)(=O)N3CCOCC3)CC2)cc1OCC	0.86	-3.9	5.0	1.1	1.1	-7.3	-11.7	1.1	-0.3
CCOc1nc(NCCC2=CCCCC2)nc(N2CCOCC2)n1	-2.09	-2.2	-2.0	1.1	0.8	22.5	-12.4	0.9	1.3
CC(=O)Nc1nc2ccccc2n1CCOc1ccccc1Cl	0.65	-1.4	4.0	0.9	0.4	59.8*	12.8	1.2	-1.9
O=C1NCC(c2ccccc2)C1C(=O)N/N=C\c1ccc(-c2cccc(Cl)c2Cl)o1 (stereo not drawn)	-2.28	6.4	-6.0	0.4	0.9	10.9	59.1*	1.7	-4.9
CC(=O)c1c(N2CCOCC2)nc(=O)n(-c2ccccc2)c1C	1.23	-2.0	2.0	1	0.9	5.6	4.5	0.8	-1.3
Cc1ccccc1-c1noc(-c2ccc(O)cc2)n1	-1.78	3.5	13.0	0.8	0.4	58.9*	18.3	1.2	-4.0
COc1ccc(NC(=O)c2cc(F)cc(F)c2)cc1Cl	-0.49	6.8	-9.0	1	1	4.5	3.1	1.2	2.0
Cc1ccc(-c2nc3cnccn3c2Nc2ccc3c(c2)OCCO3)o1	-0.4	x	2.0	0.3	0.1	87.4*	72.5*	0.8	4.7
Cc1cccc(-n2ncc3c(NCc4ccc5c(c4)OCO5)ncnc32)c1	-1.99	-3.4	0.0	0.6	0.9	11.7	37.3	1	-2.8
CC1(C)CC(=O)C(C2(O)C(=O)N(Cc3ccccc3)c3ccccc32)CO1 (stereo not drawn)	-1.61	-2.3	9.0	0.7	0.4	62.6*	34.7	1	-4.6
C1CCC(NC2=NCCC2)CC1	0.77	0.0	-2.0	0.8	0.9	5.3	17.8	1	-7.1
CC(Oc1ccc(Cl)cc1)C(=O)NCCCn1ccnc1 (stereo not drawn)	-0.32	-3.8	6.0	0.1	0	100.3*	89.3*	0.9	-0.9
O=C1c2cccnc2C(=O)N1Cc1ccc(Cl)cc1	0.37	-6.2	5.0	1	0.5	49.2	2.6	1.4	19.1
O=C(NCCOC(=O)c1ccc(C(=O)OCCNC(=O)c2ccccc2)o1)c1ccccc1	1.25	-0.1	1.0	0.2	0.6	35.5	83.4*	0.9	-1.7
O=C(O)c1cc2ccccc2c(=O)s1	2.31	10.4	-3.0	1	0.8	15.6	-1.7	0.9	-3.7
CC(C)n1nnnc1SCC(=O)NNC(=O)C1CCCCC1	0	5.2	-3.0	1	0.8	20.4	-0.5	1.8	-2.6
O=C(NCc1ccco1)C12CN(Cc3ccccc3)CC1C(c1cccc([N+](=O)[O-])c1)=NO2 (stereo not drawn)	x	-2.2	-6.0	0.8	0.8	20.5	16.9	1	-9.0
CCCOc1ccc(NC(=O)CC2C(=O)N(CC)C(=S)N2Cc2cccs2)cc1 (stereo not drawn)	-2.48	-5.0	-5.0	0.5	0.2	82.1*	51.7*	0.9	-4.8
CCOc1ccc(C(=O)Nc2ccccc2N2CCOCC2)cc1	-1.42	11.1	1.0	1	0.8	17.7	-1.3	1	-5.2
COc1cccc(NS(=O)(=O)c2ccc3[nH]cc(C(=O)NCCCOC(C)C)c(=O)c3c2)c1	-0.5	6.5	-3.0	x	x	x	x	x	0.2
COc1ccc(Cl)cc1NC(=O)c1ocnc1C	-0.99	1.2	5.0	2.6*	0.9	5.8	-164.3	0.9	2.5
CCOc1ccc(-n2c(SCC(=O)Nc3ccc4c(c3)OCCO4)nc3c(c2=O)SCC3)cc1	-0.63	-5.9	-12.0	0.4	0.2	77.1*	62.9*	0.7	0.0
O=C(CC(SCCO)c1ccc(F)cc1)c1ccco1 (stereo not drawn)	-0.38	-0.9	17.0	0.7	0.8	21.8	26.4	1.1	-7.2
Cc1cc(NC(=O)Cc2ccccc2)nc2c1c(=O)oc1ccccc12	x	-3.5	-13.0	0.7	1	-0.5	31.2	1	0.2
CCOc1ccc(S(=O)(=O)N2CCN(c3ccccc3)CC2)c2cccnc12	0.42	0.3	0.0	0.4	0.6	36.4	59.1*	1.6	1.6
CCOc1ccccc1C(=O)Nc1cc(Cl)ccc1O	-3.67*	2.6	-16.0	1.3	1.1	-9.4	-26.8	1.2	9.3
CCOC(=O)CON1C(=O)c2ccccc2C1=O	-0.02	5.7	-5.0	0.8	0.9	6.2	19.4	1.3	11.0
Cc1nc(/N=C\N(C)C)sc1C(=O)Nc1ccccc1	1.9	-2.7	0.0	0.9	0.9	14.5	9.8	0.9	-6.5
Cc1ccc(SC(C)c2nc(-c3ccncc3)no2)cc1 (stereo not drawn)	0.6	0.7	10.0	0	0	99.6*	96.5*	1.4	1.5
Cn1c(NC(=O)COc2ccccc2)cc(=O)n(C)c1=O	0.78	-8.4	1.0	0.9	0.9	12.4	5.7	1.2	-4.3
O=c1c2ccccc2sn1-c1ccccc1	-0.12	-2.8	100.0*	0.3	0.6	44.2	74.8*	1	4.7
c1ccc(C(c2ccccc2)c2nc(-c3cccnc3)no2)cc1	-2.19	6.2	4.0	0	0.1	86.3*	96.3*	0.8	2.2
CCOC(=O)c1c(C)n(CC(O)c2ccccc2)c2ccc(O)cc12 (stereo not drawn)	-3.05*	2.8	2.0	0.4	0.4	63.8*	59.7*	0.7	8.5
Cc1cc(C(=O)NCc2ccc(C(=O)O)o2)c(C)o1	0.46	4.6	-5.0	1	1	0.5	4.9	0.8	-1.1
CCc1ccccc1NC1=NCC(=O)N1C1CCCCC1	-0.09	x	3.0	0.5	0.4	55.8*	52.6*	1.2	-1.0
c1ccc(CNc2c3c(nc4ncnn24)CCCC3)nc1	-0.32	3.3	11.0	1.1	1	-2.6	-5.8	2.5*	6.4
CCCc1nc(NC2CCCCC2)c(C#N)c2c1COC(C)(C)C2	-1.14	4.6	0.0	0.9	1.1	-11.7	5.1	0.9	1.2
N#Cc1nc(-c2cccs2)oc1N1CCN(c2ccccc2)CC1	0.39	-2.9	-6.0	0.6	0.6	41.4	38.9	1	9.4
